Screening results: PubChem, Sanford-Burnham Center for Chemical Genomics
ER stress death: ER stress cell death inhibition; actives 0.33% (n = 48,000); CSM14.1 thapsigargin ER stress survival, ATP luminescence; AID 1010; relative survival (cellular ATP), % at 15 µg/mL (by protocol);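 active means survival measured by cellular ATP above 50% at 15 µg/ml in the first screen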;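 further: cell death triggered by about 15 µM thapsigargin; ATP read 24 h after thapsigargin was added; plate controls were thapsigargin with DMSO for no effect and DMSO without thapsigargin for full effect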
Numbers without * were called inactive.

SMILES | ER stress death
COc1ccc(S(=O)(=O)Nc2c(C)cc(C)cc2C)cc1 | 5
COC(=O)C1=C(C)NC2=C(C(=O)c3ccccc32)C1c1cc(OC)c(OC)c(OC)c1 (centres undefined) | -1
COC(=O)C1=C(C)NC2=C(C(=O)c3ccccc32)C1c1ccc(-c2cc([N+](=O)[O-])ccc2Cl)o1 (centres undefined) | 10
O=C(Nc1c(-c2cccs2)nc2ccccn12)c1ccc(Cl)cc1 | 4
Cc1ccc(S(=O)(=O)NN2C(=O)/C(=C/c3ccc(Cl)cc3Cl)SC2=S)cc1 | 14

In the list so far, two have an aryl methoxy group.
SMILES | ER stress death
COc1ccc(S(=O)(=O)Nc2c(C)cc(C)cc2C)cc1 | 5
COC(=O)C1=C(C)NC2=C(C(=O)c3ccccc32)C1c1cc(OC)c(OC)c(OC)c1 (centres undefined) | -1

A portion of the library; the hit share may differ from the screen's.
